PAFAH1B2 inh: PAFAH1B2 enzyme inhibitors, primary screen, biochemical, fluorescence polarization, human; Platelet-activating factor acetylhydrolase IB subunit alpha2 (Homo sapiens), P68402; recombinant PAFAH1B2, FP-rhodamine activity probe; inhibition, % at 3.39 µM; 1.2% of 340,000 active;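 active = inhibition above the mean of all tested compounds plus 3 SD, cut at about 24% in these data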;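 also: 0% = enzyme with DMSO and 100% = wells lacking PAFAH1B2; many of its hits are not listed in these tables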
PAFAH2 FP inh: PAFAH2 enzyme inhibitors, primary screen, biochemical, fluorescence polarization, human; Platelet-activating factor acetylhydrolase 2, cytoplasmic (Homo sapiens), Q99487; recombinant PAFAH2, FP-rhodamine activity probe; inhibition, % at 3.39 µM; 0.99% of 340,000 active; AID 492956, 2010;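 active = inhibition above the mean over all tested compounds plus 3 SD, cut at about 30% in these data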;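 also: inhibitors block probe labeling of enzyme so polarization drops; 0% = enzyme with DMSO and 100% = wells lacking PAFAH2 protein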
GSTO1 counter: inhibitors of recombinant GSTO1, primary screen, counter-screen for RBBP9 inhibitor project, biochemical, fluorescence polarization; inhibition, % at 5.96 µM; 1.1% of 300,000 active; activity-based probe fluorescence polarization;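 active = inhibition above the campaign mean inhibition plus 3 SD, cut at about 35% in these data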;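 also: 0% = GSTO1-1 with DMSO and 100% = wells lacking GSTO1-1 enzyme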
Target sequence (P78417 whole entry, looked up): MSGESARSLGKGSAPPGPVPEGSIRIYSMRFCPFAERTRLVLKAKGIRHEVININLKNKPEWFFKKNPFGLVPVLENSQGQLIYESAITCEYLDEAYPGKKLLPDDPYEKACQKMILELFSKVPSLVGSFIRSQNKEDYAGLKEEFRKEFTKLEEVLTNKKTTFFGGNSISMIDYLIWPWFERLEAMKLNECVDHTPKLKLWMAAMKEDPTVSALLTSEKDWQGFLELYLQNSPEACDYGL
PAFAH1B3 inh: PAFAH1B3 enzyme inhibitors, primary screen, biochemical, fluorescence polarization, human; AID 492972, 2010; Platelet-activating factor acetylhydrolase IB subunit alpha1 (Homo sapiens), Q15102; inhibition, % at 3.39 µM; recombinant PAFAH1B3, FP-rhodamine probe; 0.28% of 340,000 active;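 active = inhibition above the screen-wide average of all tested compounds plus 3 SD, cut at about 25% in these data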;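 also: 0% = enzyme with DMSO only and 100% = wells lacking PAFAH1B3 protein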
PAD4 inh: human PAD4 inhibitors, primary screen, biochemical, fluorescence polarization, 1536-well format | AID 485272, 2010 | Protein-arginine deiminase type-4 (Homo sapiens), Q9UM07 | recombinant PAD4, RCA probe fluorescence polarization | 0.41% of 330,000 active | inhibition, % at 6.36 µM;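 active = percent inhibition above a cutoff equal to the mean of all tested compounds plus 3 SD, cut at about 15% in these data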;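 also: 0% = PAD4 with RCA probe and DMSO and 100% = probe without PAD4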
LYPLA1 counter: LYPLA1 inhibitors, primary screen, counter-screen for PME1 inhibitor project, biochemical, fluorescence polarization, FP-Rh probe ABPP; inhibition, % at 5.9 µM; 0.16% of 320,000 active; Acyl-protein thioesterase 1 (Homo sapiens), O75608; recombinant LYPLA1;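 active = inhibition above the mean of all tested compounds plus 3 SD, set per campaign, cut at about 14% in these data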;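 also: inhibitors block serine hydrolase probe labeling of LYPLA1 so polarization falls; 0% = enzyme with DMSO and 100% = wells lacking LYPLA1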
Target sequence (O75608 whole entry, looked up): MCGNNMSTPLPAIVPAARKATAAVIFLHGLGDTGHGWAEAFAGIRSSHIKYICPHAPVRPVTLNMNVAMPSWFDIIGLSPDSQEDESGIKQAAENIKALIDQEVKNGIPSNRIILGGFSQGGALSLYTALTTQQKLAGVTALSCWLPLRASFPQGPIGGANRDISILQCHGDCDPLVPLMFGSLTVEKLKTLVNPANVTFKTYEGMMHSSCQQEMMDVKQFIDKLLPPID
PME-1 inh: PME-1 inhibitors via competitive probe labeling, primary screen, biochemical, fluorescence polarization, FP-Rh probe, HTS. recombinant PME-1. 0.53% of 320,000 active. AID 2130, 2009. inhibition, % at 5.9 µM. Protein phosphatase methylesterase 1 (Homo sapiens), Q9Y570;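 active = inhibition above the campaign mean of all compounds plus 3 SD, cut at about 26% in these data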;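 also: competitive labeling of PME-1 active site by serine hydrolase directed probe; 0% = PME-1 with DMSO and 100% = wells lacking PME-1 enzyme; inhibitors block probe labeling so polarization falls and inhibition rises; many of its hits are not listed in these tables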
pPAFAH inh: pPAFAH enzyme inhibitors, primary screen, biochemical, fluorescence polarization, human; inhibition, % at 3.39 µM; 1.5% of 330,000 active; Platelet-activating factor acetylhydrolase (Homo sapiens), Q13093; recombinant pPAFAH, FP-rhodamine probe fluorescence polarization; AID 463082, 2010;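 active = inhibition above the mean inhibition across the screen plus 3 SD, cut at about 25% in these data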;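 also: inhibitors block binding of the rhodamine activity-based probe so polarization drops; 0% = enzyme with DMSO and 100% = wells lacking pPAFAH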
Target sequence (Q13093 whole entry, looked up): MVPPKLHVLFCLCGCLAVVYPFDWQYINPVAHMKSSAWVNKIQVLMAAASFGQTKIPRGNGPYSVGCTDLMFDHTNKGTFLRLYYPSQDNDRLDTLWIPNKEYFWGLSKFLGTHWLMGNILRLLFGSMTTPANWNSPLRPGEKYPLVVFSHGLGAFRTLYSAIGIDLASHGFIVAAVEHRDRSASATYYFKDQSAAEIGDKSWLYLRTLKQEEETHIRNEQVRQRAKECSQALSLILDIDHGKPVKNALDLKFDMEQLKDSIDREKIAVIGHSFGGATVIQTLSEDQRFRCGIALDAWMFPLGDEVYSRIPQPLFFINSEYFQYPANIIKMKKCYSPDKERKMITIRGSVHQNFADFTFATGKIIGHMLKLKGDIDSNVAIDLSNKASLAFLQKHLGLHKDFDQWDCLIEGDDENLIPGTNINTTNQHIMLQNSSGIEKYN
LYPLA2 inh: LYPLA2 inhibitors, primary screen, counter-screen for PME1 inhibitor project, biochemical, fluorescence polarization, FP-Rh probe ABPP | Acyl-protein thioesterase 2 (Homo sapiens), O95372 | recombinant LYPLA2 | inhibition, % at 5.9 µM | 0.38% of 320,000 active;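 active = inhibition above the screen-wide mean plus 3 SD, limit set per campaign, cut at about 26% in these data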;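 also: 0% = LYPLA2 with DMSO and 100% = wells lacking LYPLA2 enzyme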
* = called active by the depositor; . = no result given; & = joins results of further samples. An excerpt; rates above refer to the full screens.

SMILES	PAFAH1B2 inh	PAFAH2 FP inh	GSTO1 counter	PAFAH1B3 inh	PAD4 inh	LYPLA1 counter	PME-1 inh	pPAFAH inh	LYPLA2 inh
COc1ccc(NC(=O)C2CCCN(CCCc3ccccc3)C2)cc1OCC(C)C (stereo not given)	7	2	-1	6	2	0	5	2	10
COC(=O)c1ccc(NC(=O)NCCCl)cc1	5	0	-7	-2	4	4	-3	-1	-3
C/C(C=O)=C/c1ccccc1	2	6	.	2	6	3	3	0	2
CCOc1ccc(Br)cc1C(=O)N/N=C/c1cccnc1	1	-1	-1	-3	1	1	4	0	8
CCCOC1CCCN(C(=O)c2ccc(OC3CCN(C(=O)CCOC)CC3)cc2)C1 (stereo not given)	-1	-5	-1	7	-3	-4	-3	2	-4
O=C(NC1CCCC1)c1c(O)nc2sccn2c1=O	-2	4	-4	-2	-3	2	8	0	-4
OC(COc1ccc2ccccc2c1)CN1CCOCC1 (stereo not given)	1&3	1&-7	9	4&4	0	2	0	-2	0
Cc1ncc([N+](=O)[O-])n1Cc1ccc(Br)cc1	3	0	10	2	2	-2	7	0	3
CCOC(=O)C(C#N)c1ccccn1 (stereo not given)	4	1	-4	9	0	3	-1	-1	-1
COc1ccc(N(CC(=O)NCCC2=CCCCC2)S(=O)(=O)c2ccc(C)cc2)cc1	.	.	7	.	-1	2	-5	3	-1
Cc1ccc(O)c(NC(=O)c2noc3c2CCc2ccccc2-3)c1	3	-4	2	-4	-7	-1	0	0	2
O=C(c1cccc(S(=O)(=O)NCc2ccccc2)c1)N1CCN(c2ccccc2)CC1	11	-3	.	9	1	.	.	12	.
CCCCNC(=O)CSc1nc2ccsc2c(=O)n1C1CCN(C(=O)OCC)CC1	0	-1	-2	6	-4	2	4	6	5
CCOc1ccc(N(CC(=O)NC2CCCC2)C(=O)c2ccc(C)s2)cc1	2	2	3	-3	-1	-1	-3	2	-8
Cc1cc(OCc2nnc(SCC(=O)O)n2-c2ccccc2)ccc1Cl	7	0	4	10	0	5	4	5	2
CC(=O)NC1=NN(C(C)=O)C(C)(c2ccc(Cl)s2)S1 (stereo not given)	0	-8	1	8	-2	-1	-2	-1	-4
Cc1cc(C(=O)Cn2cncn2)c(C)n1CCc1ccc(F)cc1	3	6	2	-2	0	0	-2	3	8
CCOc1ccc(NC(=S)NN2C(C)CCCC2C)cc1 (stereo not given)	-4	2	-7	-1	-2	4	3	-2	5
CC(C)(C)NC(=O)NC(=O)CN1CCCCC1	-5	0	6	2	-3	5	-10	4	1
CC(=O)/C(=N/Nc1ccccc1[N+](=O)[O-])N1CCCc2ccccc21	.	.	12	.	1	1	4	6	1
O=C1CC(c2ccc(F)cc2)CC2=C1C=Nc1ccccc1N2 (stereo not given)	6	0	-10	4	1	-1	11	5	4
O=C(c1cccc(F)c1)N1CCN(Cc2ccco2)CC1	6	-2	0	-3	0	-1	3	4	5
N=c1c2c(n(Cc3ccc(F)cc3)c3c1CCC3)CCC2	0	7	6	6	2	1	-1	2	-1
O=C(O)C1CCN(S(=O)(=O)c2cccc3cccnc23)CC1	1	2	1	3	2	2	-5	2	-4
Cc1cc(Br)ccc1OCC(=O)N1CCCCCC1	8	-1	0	4	0	1	2	5	3

Following part
SMILES	PAFAH1B2 inh	PAFAH2 FP inh	GSTO1 counter	PAFAH1B3 inh	PAD4 inh	LYPLA1 counter	PME-1 inh	pPAFAH inh	LYPLA2 inh
COc1ccccc1N=c1oc2c(OC)cccc2cc1C(=O)NCc1ccco1	4	7	-1	1	-1	-2	6	8	1
O=C(CCNc1ccc(Cc2ccncc2)cc1)c1cccc([N+](=O)[O-])c1	6	-2	6	4	-3	18*	11	6	20
COC(CNC(=O)c1coc2nc3ccccc3nc12)OC	5	-2	-3	5	-26	-1	-7	0	-2
CCN(CC)c1ccc(NC(=O)c2cc3c(OC)cccc3[nH]2)cc1	4	8	-1	14	-2	-7	20	14	6
COc1ccccc1N=C1NC(=O)/C(=C/c2ccc(N(C)C)cc2)S1	0	11	-3	13	-8	2	2	20	-1
CN(C)c1nc(N/N=C/c2ccccc2O)nc(Nc2ccc(F)cc2)n1	4	-5	-7	7	6	-16	-15	2	-11
CCOC(=O)c1c(NC(=O)CSc2nnc(-c3ccc(OC)cc3)o2)sc2c1CCC2	3	1	6	1	-6	2	3	4	11
COc1ccc(OCC(O)CON2C(=O)c3ccccc3C2=O)cc1 (stereo not given)	6	4	3	3	-1	2	4	5	8
COc1cc(C2NC(=O)N(C)C3=C2C(=O)CCC3)cc(OC)c1OC (stereo not given)	2	-3	5	8	1	2	4	0	5
COC(=O)C1=NNC2C(=O)N(C3CCCCC3)C(=O)C12 (stereo not given)	-1	6	14	12	1	0	-7	-6	-1
CC(C)(C)c1nc(N)nc(=O)[nH]1	3	0	0	3	0	-2	0	14	3
Cc1nc2nc(SCc3nc4ccccc4[nH]3)[nH]c2cc1Br	.	.	-15	.	1	-7	-11	-4	-10
COc1cc(NC(=O)c2cc(Br)cc(C)c2OC)ccc1NC(=O)C(C)C	-3	8	10	2	3	5	-1	4	9
O=C1CSC(c2ccc(F)cc2)N1c1ccccc1F (stereo not given)	23	-2	9	6	2	1	-12	3	2
O=C1NC2(CCCCC2)C(=O)N1/N=C/c1ccc(O)cc1O	-2	6	3	6	0	-1	3	7	0
CCc1nc2c(c(=O)c3ccccc3n2C)c(=O)n1C1CCCCCC1	-3	1	0	2	2	-1	0	-3	5
O=C(c1cccnc1)N1CCC(Oc2ccc(C(=O)N3CCCC(O)C3)cc2)CC1 (stereo not given)	-4	-2	4	14	-2	1	-7	-1	-3
O=C1CCN(Cc2ccccc2)C=C1c1cccc(O)c1	7	1	.	1	1	.	.	3	.
COc1ccc(CN(C)CC(=O)Nc2cccc(S(=O)(=O)N(C)c3ccccc3)c2)c(OC)c1	0	2	.	5	9	-4	3	2	2
O=C(COc1ccc(Cl)cc1)NNC(=O)c1ccccn1	19	10	8	-3	0	-2	-5	9	-7
CCC1(c2ccc(F)cc2)NC(=O)N(CC(=O)NCc2ccccc2Cl)C1=O (stereo not given)	9	5	-6	10	-3	0	-1	2	-5
O=C(c1ccco1)N1CCN=C1SCc1c(F)cccc1Cl	1	1	-2	3	0	0	1	1	10
CCOCCn1c(CN2CCOCC2)nc2c1c(=O)[nH]c(=O)n2C	4	3	6	4	0	-3	-2	0	-1
N#CCNC1CC(=O)N(c2ccc(F)cc2)C1=O (stereo not given)	1	-2	1	-1	1	-3	-2	5	-1
Cc1ccc(C(=O)COc2cc(C)nc3nncn23)cc1	3	-6	-10	14	-4	2	3	3	9

Structural class: the entries above containing a nitro group on carbon
SMILES	PAFAH1B2 inh	PAFAH2 FP inh	GSTO1 counter	PAFAH1B3 inh	PAD4 inh	LYPLA1 counter	PME-1 inh	pPAFAH inh	LYPLA2 inh
Cc1ncc([N+](=O)[O-])n1Cc1ccc(Br)cc1	3	0	10	2	2	-2	7	0	3
CC(=O)/C(=N/Nc1ccccc1[N+](=O)[O-])N1CCCc2ccccc21	.	.	12	.	1	1	4	6	1
O=C(CCNc1ccc(Cc2ccncc2)cc1)c1cccc([N+](=O)[O-])c1	6	-2	6	4	-3	18*	11	6	20

Going on with the list:
SMILES	PAFAH1B2 inh	PAFAH2 FP inh	GSTO1 counter	PAFAH1B3 inh	PAD4 inh	LYPLA1 counter	PME-1 inh	pPAFAH inh	LYPLA2 inh
CS(=O)(=O)c1ccc(-c2cccc(NC(=O)c3ccco3)c2)nn1	-1	1	-12	3	-5	2	-1	6	8
O=C(O)c1cccc(NC(=S)NC(=O)c2cncc(Br)c2)c1	1	-3	0	1	-3	0	0	2	-2
Nc1ccccc1-c1nc2ccccc2s1	-2	2	26	3	2	0	0	13	6
O=C(NCc1n[nH]c(=S)n1-c1ccccc1)c1ccco1	-1	-2	-1	5	4	-6	-3	-9	-7
Cc1ccc(S(=O)(=O)N2CCN(C(=O)c3ccccc3)C2)cc1[N+](=O)[O-]	2	4	1	8	-2	1	5	-1	-2
COc1ccc(CCNC(=O)C2CCCN2S(=O)(=O)c2cccc3nsnc23)cc1OC (stereo not given)	-2	4	-3	5	-4	-1	-2	7	0
COc1ccc(C(=O)c2c3ccccc3[n+]([O-])n2CCC(N)=O)cc1	3	2	6	1	2	2	-1	8	2
CCN(CC)S(=O)(=O)c1ccc(/C=C/C(=O)Nc2ccc(N3CCOCC3)cc2)cc1	3	5	-59	-2	-4	1	5	11	5
Cc1cccc(OCc2nnc(SCC(=O)N(C(C)C)C(C)C)n2Cc2ccco2)c1C	-2	0	11	3	7	-1	0	10	7
CC(C)(C)OC(=O)N[C@H]1C=C[C@H](OC(=O)CC(=O)OCC(F)(F)F)C1	2	0	.	2	-2	.	.	5	.
CCN1C(=O)[C@H]2[C@@H](c3ccc(-c4ccc(F)cc4)cc3)N[C@@](C)(C(=O)OC)[C@H]2C1=O	1	-5	.	9	-4	.	.	2	.
CSCCC(NC(=O)c1ccccc1Br)C(=O)NCC(c1ccco1)N1CCCCC1 (stereo not given)	-1	6	4	-3	-4	1	0	-4	5
CN(Cc1ccccc1)C(=O)CN1C(=O)NC(C)(c2ccc(C(C)(C)C)cc2)C1=O (stereo not given)	9	4	-1	15	1	-3	-2	5	-6
COc1cc(C(=O)N2c3ccccc3CC2C)cc(OC)c1OC (stereo not given)	4	0	5	3	-7	3	9	4	0
O=C1[C@@H]2C(c3ccc(F)cc3)=NO[C@@H]2C(=O)N1Cc1ccccc1	.	.	-4	.	-4	-1	3	6	0
O=C1/C(=C/c2cccs2)Sc2ccccc21	-1	10	1	1	1	-1	2	5	1
COC(=O)C1=C(C)N(c2ccccc2)C(=S)NC1c1ccccc1C(F)(F)F (stereo not given)	1	5	-3	5	-2	-5	7	4	-8
O=C1CN(C(=O)c2cc(Br)c(Br)s2)c2ccccc2N1	7	15	3	4	-4	3	1	-1	3
Cc1c(NC(=O)CN2C(=O)C(=O)c3ccccc32)c(=O)n(-c2ccccc2)n1C	1	-2	-7	7	0	-1	5	1	-3
O=c1[nH]c2ccccc2n1Cc1ccc(F)cc1	8	0	2	9	1	3	2	-6	2
Cc1cc(C)cc(C(=O)OCC(=O)NCc2cccs2)c1	-2	10	-3	2	-1	-4	0	5	2
CCCCCSc1nnc(-c2cc(Br)ccc2N)c(=O)[nH]1	27*	11	-14	8	4	3	5	6	2
O=C(CSc1ncccn1)NCc1ccc(F)cc1	4	6	16	11	4	-2	-4	2	4
COc1ccc(Cl)cc1NC(=O)CN(C1CCCCC1)S(C)(=O)=O	2	1	6	1	-2	4	2	7	1
CCCN(CC(=O)Nc1cccc(Br)c1)CC(=O)Nc1ccc(F)c(F)c1F	3	-5	-8	-8	3	-11	-3	1	-18
O=C(CSc1nnc(-c2ccncc2)n1Cc1ccco1)Nc1ccccc1F	6	1	12	5	4	1	-4	-1	1
CN(Cc1ccccc1)S(=O)(=O)c1ccc(N2CCOCC2)nc1	4	5	4	6	5	0	3	-2	2
